From PubChem
GC-A act: GC-A stimulated cGMP production enhancers – HEK293 GC-A cells, cGMP TR-FRET, EC30 ANP, primary screen; Atrial natriuretic peptide receptor 1 (Homo sapiens), P16066; AID 1671463, 2021; activation, % at 10 µM; actives 0.14% (n = 370,000); 0% at EC30 ANP, 100% saturating ANP; in the data active = activation above about 40%
sPLA2-III inh: human group III sPLA2 inhibitors, primary screen, biochemical, QFRET, BODIPY PC-A2 liposome substrate. Group 3 secretory phospholipase A2 (Homo sapiens), Q9NZ20. actives 0.56% (n = 370,000). QFRET BODIPY PC-A2 liposome hydrolysis, fluorescence. inhibition, % at 12.2 µM;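 active = inhibition above mean plus 3 SD of compounds lying within the high and low control bounds, cut at about 19% in these data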;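 also: 0% = median of test compound wells and 100% = no enzyme DMSO wells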
DAX1 inh-1: DAX1 (NR0B1) inhibitors on StAR promoter, primary screen, cell-based, luminescence, SF-1 (NR5A1), full-length DAX-1; HEK293T StAR-luciferase reporter, SF-1/DAX-1 repression relief; inhibition, % at 6.8 µM; actives 1.1% (n = 370,000); AID 652010, 2013;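 active = inhibition above the mean over all tested compounds plus 3 SD, cut at about 3.6% in these data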;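 also: 0% = DAX-1 cells with DMSO and 100% = cells lacking DAX-1 with DMSO; higher inhibition means more luminescence from relief of DAX-1 repression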
ssDAF-12 act: S. stercoralis DAF-12 nuclear receptor activators, primary screen, cell-based, luminescence, HEK293, GRIP1 co-expression, lit1-tk-luc | Nuclear hormone receptor DAF-12 (Strongyloides stercoralis) | HEK293 ssDAF-12/GRIP1 lit1-tk-luc reporter; % of 3 µM dafachronic acid response | activation, % at 6.8 µM | actives 1% (n = 370,000) | AID 652126, 2013;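 active = activation above the mean over all tested compounds plus 3 SD, cut at about 0.9% in these data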;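 also: 0% = DMSO-only wells and 100% = 3 µM delta7-dafachronic acid wells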
DAX1 inh-2: DAX1 (NR0B1) inhibitors, primary screen, cell-based, HEK293, Gal4-DAX1, luciferase luminescence; HEK293 Gal4-DAX1 luciferase reporter; Nuclear receptor subfamily 0 group B member 1 (Homo sapiens), P51843; AID 504766, 2011; actives 0.99% (n = 340,000); inhibition, % at 6.75 µM;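 active = inhibition above the mean over all tested compounds plus 3 SD, cut at about 4.2% in these data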;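 also: 0% = DAX1-transfected cells with DMSO and 100% = empty-vector control cells with DMSO; inhibition shows as a rise in luminescence from relieved DAX1 repression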
NPR2 activator: human GC-B receptor activators, primary screen, HEK293 GC-B cells, cGMP TR-FRET, EC30 CNP | Atrial natriuretic peptide receptor 2 (Homo sapiens), P20594 | 0% at EC30 CNP, 100% saturating CNP | activation, % at 10 µM | actives 0.11% (n = 370,000) | AID 1920062, 2024;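 active = activation at 10 µM reaching about 35% in either raw or pattern-adjusted values, limit read from the data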
Target sequence (P20594 whole entry, looked up): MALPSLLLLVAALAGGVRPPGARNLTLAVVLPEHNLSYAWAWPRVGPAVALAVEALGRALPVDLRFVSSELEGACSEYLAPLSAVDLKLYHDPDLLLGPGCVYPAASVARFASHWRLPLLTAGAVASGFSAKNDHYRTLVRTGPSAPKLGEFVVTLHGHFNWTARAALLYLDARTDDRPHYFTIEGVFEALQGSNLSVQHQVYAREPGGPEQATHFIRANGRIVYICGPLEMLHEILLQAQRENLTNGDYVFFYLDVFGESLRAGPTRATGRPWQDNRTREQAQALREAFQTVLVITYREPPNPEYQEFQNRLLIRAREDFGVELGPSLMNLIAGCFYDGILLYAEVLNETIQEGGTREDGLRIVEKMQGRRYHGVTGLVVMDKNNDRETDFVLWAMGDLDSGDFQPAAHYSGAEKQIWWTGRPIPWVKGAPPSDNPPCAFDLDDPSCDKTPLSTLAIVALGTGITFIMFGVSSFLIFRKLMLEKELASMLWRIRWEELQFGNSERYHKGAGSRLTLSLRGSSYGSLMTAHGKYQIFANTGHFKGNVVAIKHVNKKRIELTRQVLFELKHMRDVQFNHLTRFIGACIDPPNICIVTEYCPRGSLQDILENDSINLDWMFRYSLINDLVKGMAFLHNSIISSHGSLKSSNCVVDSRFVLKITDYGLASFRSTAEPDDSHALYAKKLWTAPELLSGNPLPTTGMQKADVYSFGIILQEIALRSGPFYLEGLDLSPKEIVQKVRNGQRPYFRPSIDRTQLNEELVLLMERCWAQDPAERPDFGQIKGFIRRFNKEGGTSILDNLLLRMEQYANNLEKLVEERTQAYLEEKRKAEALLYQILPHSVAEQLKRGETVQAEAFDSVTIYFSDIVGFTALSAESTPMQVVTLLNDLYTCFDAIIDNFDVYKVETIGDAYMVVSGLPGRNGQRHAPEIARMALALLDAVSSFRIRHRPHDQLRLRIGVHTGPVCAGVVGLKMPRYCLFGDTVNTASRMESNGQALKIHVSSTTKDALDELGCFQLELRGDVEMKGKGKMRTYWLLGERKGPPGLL
GAA850 FXN act: FXN promoter activators, primary screen, cell-based, luciferase luminescence, HEK293 lucGAA850. activation, % at 6 µM. actives 0.56% (n = 360,000). HEK293 lucGAA850 FXN promoter luciferase reporter, 24 h; percent of 10 µM SAHA response;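 active = activation above the average of all compounds screened plus 3 SD, cutoff fixed separately per campaign, cut at about 7.5% in these data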;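 also: 0% = DMSO wells and 100% = 10 µM SAHA wells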
ADAM10 inh: human ADAM10 inhibitors, primary screen, biochemical, QFRET, HTS. recombinant ADAM10, EDANS/DABCYL FRET peptide cleavage, 3 h. AID 720582, 2013. actives 0.62% (n = 370,000). inhibition, % at 7 µM. Disintegrin and metalloproteinase domain-containing protein 10 (Homo sapiens), O14672;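 active = inhibition above a per-campaign cutoff equal to the mean of compounds falling between control-based bounds plus 3 SD, cut at about 20% in these data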;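 also: 0% = DMSO wells while the 100% control is not disclosed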
hgDAF12 agonist: H. glycines DAF-12 receptor agonists, primary screen, cell-based, luminescence, HEK293, GAL4 fusion, UAS-luciferase; Nuclear hormone receptor DAF-12 (Heterodera glycines), GAL4 fusion; HEK293 GAL4-hgDAF12 UAS-luciferase reporter, agonist luminescence; normalized to butyrate control; activation, % at 6.8 µM; actives 1.8% (n = 370,000);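 active = activation above a cutoff set at the mean of all screened compounds plus 3 SD, cut at about 10% in these data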;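 also: 0% = DMSO wells and 100% = sodium butyrate wells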
SMARCA2 act: SMARCA2 (BRM) function activators, primary screen, cell-based, luminescence, high throughput. MG213 cells, MMTV-luciferase reporter, dexamethasone, overnight. activation, % at 9.1 µM. actives 1% (n = 370,000); in the data active = activation above about 7.8%;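 also: 0% = vehicle wells and 100% = reference activator wells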
hcDAF-12 act: H. contortus DAF-12 nuclear receptor activators, primary screen, cell-based, luminescence, HEK293, lit1-tk-luc reporter | actives 1.4% (n = 370,000) | AID 652067, 2013 | HEK293 hcDAF-12 lit1-tk-luc reporter; 0% DMSO, 100% Δ7-dafachronic acid | activation, % at 6.8 µM;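 active = activation above the mean of all tested compounds plus 3 SD, cut at about 5.5% in these data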;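 also: 100% = response to 3 µM Δ7-dafachronic acid high control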
An asterisk follows results filed as active; i = inactive; · = not tested or not shown. Compounds were not picked by outcome (roughly 6.6% active in at least one column).

SMILES	GC-A act	sPLA2-III inh	DAX1 inh-1	ssDAF-12 act	DAX1 inh-2	NPR2 activator	GAA850 FXN act	ADAM10 inh	hgDAF12 agonist	SMARCA2 act	hcDAF-12 act
O=C(Nc1cccc(F)c1)C1CCN(C(=O)N2CCOc3ccccc32)CC1	0	-11	-0.5	-0.8	-0.4	-2	0.1	-4	-1.0	-2	-0.2
CCOC(=O)C1=C(C)NC(C)=C(C(=O)OCC)C1c1ccc(OC)cc1	-16	-15	-1.7	-1.5	-2.2	2	3.4	-159	-2.8	-4	-3.4
Cc1cccc(-n2c(CCn3nc(C)c([N+](=O)[O-])c3C)n[nH]c2=S)c1	5	10	0.1	-0.5	0.8	-2	3.8	3	-2.4	-2	0.1
CC(=O)C1=C(O)C(=O)N(c2nccs2)C1c1ccc(F)cc1 (stereo not given)	0	-1	-0.3	-1.3	1.3	-1	0.8	-73	-2.9	1	0.0
CC1CCN(C(=O)CSc2ccc(-c3ccc(F)cc3)nn2)CC1	1	-4	-0.4	-1.8	-1.1	-1	1.2	4	2.6	0	-1.9
CN(c1ccccc1)S(=O)(=O)c1cccc(C(=O)NCc2ccccc2CN2CCCC2)c1	-3	2	0.5	-0.9	-0.3	2	1.4	-5	1.0	-1	0.4
CC(C(=O)NCC1(c2ccccc2)CCCC1)N1CCOCC1 (stereo not given)	-2	-2	0.2	-1.6	2.1	-4	-1.6	-2	-1.2	-2	-1.9
c1ccc2c(c1)Nc1nccnc1S2	1	2	1.7	0.5	-0.9	-1	4.1	-3	7.4	1	7.7*
COc1cccc(-c2nc(=S)c3c(n2Cc2ccco2)CCCC3)c1	14	-6	0.1	-1.8	0.6	21	-0.2	1	-1.4	0	0.6
O=C(CCc1ccccc1-c1ccccc1CCNC(=O)c1c(F)cccc1F)NCc1ccccc1	-5	-11	-1.3	-1.1	·	-3	·	6	-5.7	-1	-3.0
COCCNC(=O)C1(C)Cc2c(-c3cccc(C(N)=O)c3)ccnc2O1 (stereo not given)	2	8	-0.6	-1.3	·	-1	0.7	1	-1.1	-5	-2.0
O=C(CNCc1ccccn1)N1CCc2ccccc2C1	3	-10	0.0	-0.9	-0.7	0	2.2	-11	-3.0	1	-0.6
O=C(CSc1nc2[nH]ncc2c(=O)[nH]1)N1CCCCC1	3	-4	0.1	-0.9	-0.1	2	0.8	6	3.0	-3	0.6
CCOC(=O)c1cccc(NC(=O)C2CCC(CNc3c(N4CCOCC4)c(=O)c3=O)CC2)c1 (stereo not given)	-5	10	0.3	0.1	1.6	-1	-0.8	-11	-0.6	0	-1.6
CCNC(=O)COc1ccc2ccccc2c1	1	1	0.9	-0.5	1.2	-2	3.4	10	7.2	0	1.3
O=S(=O)(c1ccc(F)cc1)N1CCC(c2nc3ccccc3[nH]2)CC1	-3	0	0.0	-0.3	0.1	3	-1.2	-1	1.6	1	-0.8
CC(C)(Oc1ccc(Cl)cc1)C(=O)N1CCN(C(=O)c2ccco2)CC1	-7	2	-0.2	-0.9	-1.0	-7	0.6	-4	-1.5	-2	-1.8
CC(=O)Oc1ccc(N(C(C)=O)S(=O)(=O)c2ccc3ccccc3c2)cc1Br	0	-16	-0.2	-1.2	-1.3	0	-1.3	12	-4.7	-4	-2.8
COc1ccc(CNC(=O)C2CCC(CNS(=O)(=O)c3ccc(C)cc3)CC2)cc1 (stereo not given)	-3	1	-0.4	-1.3	-0.1	5	0.0	2	-3.5	-5	-2.8
O=S(=O)(c1ccc(Cl)c(C(F)(F)F)c1)N1CCN(CC(O)COCC2CCCO2)CC1 (stereo not given)	4	-2	-0.2	-1.5	-0.7	8	-1.0	-19	-1.3	1	-0.4
C[C@@H]1CN([C@@H](C)CO)C(=O)c2cc(Br)cnc2O[C@@H]1CN(C)Cc1cncnc1	0	4	0.6	-1.2	0.1	-5	0.3	-10	6.9	1	-0.8
Cc1cc(NC(=O)COc2ccc([N+](=O)[O-])cc2)no1	2	9	1.6	-1.4	0.9	-1	-0.2	-9	1.8	-1	0.3
CCc1nc2ccc(C(=O)Nc3cc(-c4ccccc4)ccc3OC)cn2c1N(C)Cc1ccc(Cl)cc1	-1	6	0.0	-0.9	·	3	-0.7	-3	7.7	2	1.2
CC(=O)Nc1ccc(S(=O)(=O)Nc2nnc(C(C)(C)C)s2)cc1	1	-6	-0.1	-0.8	1.5	4	0.1	-7	0.7	-6	-0.2
COCCn1c(SCC(=O)N2CCc3ccccc3C2)nc2ccccc2c1=O	2	0	-1.4	-1.8	-0.6	4	2.4	-3	-3.1	-2	-3.1
S=c1nc(-c2cccc(Br)c2)[nH][nH]1	4	-3	1.7	-1.1	-0.3	-1	-1.9	-9	0.8	-1	2.3
CS(=O)(=O)c1ccc(Cl)c(NC(=O)Cc2c(F)cccc2Cl)c1	5	7	0.3	-0.3	-1.1	6	0.8	-8	-1.6	-3	5.6*
O=C(Nc1ccc2c(c1)COC2=O)c1ccc(Cl)c(Cl)c1	0	-4	1.5	-0.8	1.6	-6	4.5	1	2.8	5	0.4
CCO[C@@H]1OC(C(=O)NCc2nc3ccccc3[nH]2)=C[C@H](c2cn(C(C)=O)c3ccccc23)[C@H]1CCCO	1	-38	-0.2	-1.1	-2.0	-3	-4.4	8	-4.6	-1	1.1
CC(=O)C1=C(C)NC(SCC(=O)c2ccc(Cl)cc2Cl)=C(C#N)C1c1ccco1 (stereo not given)	5	-1	-0.5	-0.7	-1.2	6	5.7	10	-1.9	-1	-0.9
C/C(=N\NC(=O)CSc1nnc(C)s1)c1ccc(Cl)cc1	1	3	0.0	-1.6	-0.1	1	3.6	3	0.1	-1	0.1
Cc1ccc(SCC(=O)OCC(=O)N(CC(C)C)c2c(N)n(Cc3ccccc3)c(=O)[nH]c2=O)cc1C	-5	-2	-0.6	-0.5	-0.6	-3	0.7	-1	0.6	0	-1.2
CC(C)c1ccc(NC(=O)c2cc(S(=O)(=O)NCC3COc4ccccc4O3)ccc2F)cc1 (stereo not given)	-2	-28	-0.2	-1.5	-1.2	2	1.8	21*	2.2	-2	-1.1
CN(C)CCCSc1nc2ccccc2s1	0	1	-0.3	2.0*	0.7	2	2.5	-2	3.7	3	3.7
Cc1ccc(S(=O)(=O)N2C[C@H]3n4c(=O)ccc(=O)n4C[C@H](OC(=O)Nc4c(C)noc4C)[C@@]3(O)C2)cc1	3	-1	0.7	-0.1	0.8	4	-1.9	1	-1.8	0	0.7
COc1ccccc1OC[C@H](O)CO	3	5	-0.1	-1.2	-0.9	2	-1.7	-13	-0.8	-4	0.2
Cc1ccc(CN(Cc2ccco2)C(=S)NCC(=O)O)cc1	-2	10	0.4	-0.5	0.3	3	-0.4	-5	1.4	-1	-2.0
COc1cccc(NC(=O)CN(C)CC(=O)NCc2ccc3c(c2)OCO3)c1	-3	2	-1.6	-1.0	-0.2	0	-1.2	-1	0.3	0	-1.3
OC(Cc1cccnc1)(c1ccccc1)c1ccccc1	-5	7	0.1	-1.3	-0.1	-3	1.8	-13	-4.6	0	-0.5
CN(C)CCCNS(=O)(=O)c1cc(Cl)c(Cl)cc1Cl	1	10	0.2	-1.5	-3.5	-3	1.2	-1	-1.6	-5	0.4
CC1(C(=O)OCC(=O)NCc2ccc(Cl)cc2)CC1(Cl)Cl (stereo not given)	-3	1	-0.4	-0.9	-0.7	0	0.7	-3	2.6	8.6*	-0.8
O=C(NC1CCCCN(Cc2cccc(Cl)c2)C1=O)c1ccc(F)cc1 (stereo not given)	1	2	-0.9	-1.6	·	3	·	3	-1.8	-5	0.9
Cc1ccc(-c2cc(C(=O)N3CCN(c4ccc(O)cc4)CC3)c3ccccc3n2)cc1	0	-34	-1.4	-0.3	-0.4	-4	2.2	-112	3.0	1	2.9
CCOC(=O)C1=CCN(S(C)(=O)=O)C1c1ccc(Cl)cc1 (stereo not given)	-8	1	-0.9	-0.7	·	-14	·	-6	0.0	3	0.0
Cc1noc(C)c1S(=O)(=O)N(CC(=O)N1CCCCCC1)c1ccc(C(C)C)cc1	-9	3	-1.0	-1.1	0.4	-6	2.4	-5	-1.5	0	-2.6
CC1=C(C(=O)OCc2ccccc2)C(c2ccc(Br)cc2)NC(=O)N1CCCCCC(=O)O (stereo not given)	-4	-17	2.8	-0.1	1.6	-2	4.7	3	8.6	6	4.0
OCCN(Cc1ccccc1)Cc1ccccc1O	-4	-4	-0.8	-0.3	1.1	1	1.8	-4	-0.5	-3	-0.3
Cc1ccc(Cc2nnc(SCC(=O)Nc3ccccc3)n(N)c2=O)cc1	-3	-8	-0.4	-0.8	0.1	-1	0.0	-7	0.4	-2	0.0
Fc1ccccc1-c1nc2nc3ccccc3nc2n1CC1CCCO1 (stereo not given)	-5	4	-0.4	-2.0	-1.6	0	1.2	i	-2.2	-5	-0.2
C/C(=N\NC(=O)c1ccc(O)cc1)c1ccc2c(c1)OCCO2	0	-7	0.9	-1.1	1.5	-2	2.3	-6	1.0	-2	-0.4
CSc1ccccc1C(=O)NCCSc1ccccc1	7	-1	-0.3	-1.4	0.8	1	1.0	2	2.5	2	-0.5
COC(=O)c1ccccc1S(=O)(=O)N1CCC(C(=O)OCC(=O)NCC(F)(F)F)CC1	1	10	0.0	-1.3	0.6	5	0.4	-6	-0.4	-2	-1.6
CC(C(=O)NCC1CCCO1)c1ccc([N+](=O)[O-])cc1 (stereo not given)	1	-3	0.0	-1.5	5.0*	7	-0.6	7	-3.4	0	0.0
CCOc1ccc(C(=O)N[C@H](C(=O)Nc2cccc(S(=O)(=O)N3CCCCC3)c2)C(C)C)cc1	1	9	0.2	-1.7	-0.7	6	-4.1	-7	1.2	-4	-1.4
Cc1ccccc1N1CCN(C2=NC(=O)/C(=C\c3cccs3)S2)CC1	-16	1	0.2	-0.9	0.0	-19	7.0	16	1.3	5	0.6
